GSIS activator: GLuc luminescence reporter in INS-1E cells, primary screen for activators of glucose-dependent secretion of insulin; INS-1E GLuc reporter insulin secretion, 2-3 h; activation, % at 16.6 µM; 370,000 tested, 0.61% active;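 active = lowest replicate activation of at least 40%, so every replicate reaches that level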;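 also: 0% = median of neutral control wells and 100% = median of IBMX positive control wells; some compounds called inactive have numbers as strong as hits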
ARNT-TACC3 inh: disruptors of ARNT/TACC3 protein interaction, primary screen, biochemical, AlphaScreen, single concentration; AlphaScreen His-ARNT PAS-B/GST-TACC3 binding, luminescence; TACC3 fragment carries E629A point mutation; Transforming acidic coiled-coil-containing protein 3 (Homo sapiens), Q9Y6A5; inhibition, % at 9.99 µM; 390,000 tested, 0.66% active;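 active = mean inhibition of replicates at least 50% and at least half of replicates each reaching 50%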;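 also: 0% = complete ARNT plus TACC3 wells and 100% = ARNT alone without TACC3; many hits fall short of the cut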
ERAP1 HTS inh: human ERAP1 aminopeptidase inhibitors, primary screen, biochemical, single point, plate reader | Endoplasmic reticulum aminopeptidase 1 (Homo sapiens), Q9NZ08 | recombinant ERAP1, Leu-AMC fluorescence, 60 min | inhibition, % at 10.7 µM | 340,000 tested, 0.15% active;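 active = mean replicate inhibition of at least 30%, or all replicates individually reaching that 30% level; inactive = mean below 30% and not every replicate reaching it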;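 also: 0% = neutral control wells and 100% = L-leucinethiol positive control wells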
Target sequence (Q9NZ08 whole entry, looked up): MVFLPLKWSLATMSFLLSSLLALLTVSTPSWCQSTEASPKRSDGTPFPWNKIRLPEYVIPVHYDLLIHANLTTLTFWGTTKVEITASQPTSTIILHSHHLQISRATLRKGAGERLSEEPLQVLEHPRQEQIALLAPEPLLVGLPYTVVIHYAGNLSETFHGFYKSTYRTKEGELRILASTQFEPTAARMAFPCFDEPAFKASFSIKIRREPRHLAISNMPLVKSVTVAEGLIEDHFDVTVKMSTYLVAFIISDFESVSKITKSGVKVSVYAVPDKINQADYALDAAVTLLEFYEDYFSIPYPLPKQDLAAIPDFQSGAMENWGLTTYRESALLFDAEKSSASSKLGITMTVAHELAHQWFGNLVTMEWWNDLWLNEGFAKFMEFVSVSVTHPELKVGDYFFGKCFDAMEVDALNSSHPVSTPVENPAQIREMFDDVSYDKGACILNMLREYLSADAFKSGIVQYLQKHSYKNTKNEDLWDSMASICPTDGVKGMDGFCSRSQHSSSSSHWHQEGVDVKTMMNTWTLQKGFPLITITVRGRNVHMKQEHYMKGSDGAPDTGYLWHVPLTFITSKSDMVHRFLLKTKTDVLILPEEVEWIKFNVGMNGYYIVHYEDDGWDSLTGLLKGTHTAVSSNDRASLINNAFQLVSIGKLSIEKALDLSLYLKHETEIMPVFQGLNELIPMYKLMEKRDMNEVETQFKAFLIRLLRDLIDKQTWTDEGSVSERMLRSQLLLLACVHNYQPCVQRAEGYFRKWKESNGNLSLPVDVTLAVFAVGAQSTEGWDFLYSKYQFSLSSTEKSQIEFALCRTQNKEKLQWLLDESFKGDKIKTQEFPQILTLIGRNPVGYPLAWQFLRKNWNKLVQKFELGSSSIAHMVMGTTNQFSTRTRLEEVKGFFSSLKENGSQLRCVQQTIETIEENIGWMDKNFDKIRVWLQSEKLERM
Xi reactivation: activators of inactive X chromosome reactivation, primary screen, imaging, XiGFP fibroblasts, GFP high-content imaging, set 2 | XiGFP mouse fibroblasts, % GFP-positive cells imaging, 3 d; cells co-treated with 5-aza-dC sensitizer; scaled so ellipticine positive control = 100% | activation, % at 7.58 µM | 360,000 tested, 0.055% active;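 active = mean normalized replicate activation at least 10% and every replicate at or above 10%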;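 also: 0% = median of on-plate neutral control wells and 100% = ellipticine 6 µM median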
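material = 68-5-11 XiGFP fibroblast line | medium = DMEM plus 5-aza-dC sensitizer | schedule = 3 days compound exposure | benchmarks = positive control ellipticine, 6 µM final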
RAD54 branch: inhibitors of human RAD54 branch migration, primary screen, biochemical, fluorescence, single point; 360,000 tested, 0.14% active; inhibition, % at 10.4 µM; DNA repair and recombination protein RAD54-like (Homo sapiens), Q92698; RAD54 Holliday junction branch migration, FAM/BHQ fluorescence;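 active = mean normalized replicate activity at least 40 and at least half of replicates scoring 40 or more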;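 also: 0% = median of neutral control wells and 100% = median of positive control wells; inhibitors cause a drop in the FAM fluorescence signal; in these data hits start at about 50%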
esBAF inh: Bmi1 luciferase reporter increase in mESCs, primary screen, esBAF inhibitor project, mouse ES cells, Bmi1 luciferase knock-in, single point | 24 h; 100% = twice the neutral-well signal | reporter increase, % at 12.5 µM | 350,000 tested, 2% active | AID 602393, 2012; in the data active = activation above about 40%;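 also: 0% = median of the plate's neutral control wells and 100% = double that signal; a rise in the Bmi1 reporter signal indicates esBAF inhibition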
CFTR F508del cor: F508del CFTR correction, initial screen, CFBE line, single point; AID 720511, 2013; activity (quench increase), % at 7.58 µM; 350,000 tested, 0.36% active; CFBE cells, YFP halide quenching; stimulated with forskolin plus potentiator P3; % fluorescence drop versus neutral controls;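 active = mean added fluorescence quench of at least 8% versus neutral control, with both replicates also reaching 8%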;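 also: cells transiently co-express mutant CFTR-F508del with the halide-sensitive YFP; corrector assay measuring rescue of mutant channel to the surface after 24 h compound exposure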
RAD52 anneal inh: RAD52 DNA annealing inhibitors, primary screen, biochemical, FRET, single point, set 2; recombinant RAD52 DNA annealing, FRET fluorescence; inhibition, % at 18.7 µM; 360,000 tested, 0.46% active;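 active = every replicate showing at least 50% inhibition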
An asterisk follows results filed as active; · = no result given.

SMILES	GSIS activator	ARNT-TACC3 inh	ERAP1 HTS inh	Xi reactivation	RAD54 branch	esBAF inh	CFTR F508del cor	RAD52 anneal inh
Cc1[nH]n(-c2ccccc2)c(=O)c1C=NCCc1ccccc1	36	-4	-3	0.0	·	·	0.4	-1
O=C(NCCC1=CCCCC1)C1CCN(S(=O)(=O)c2ccccc2)CC1	6	·	1	0.0	·	·	0.7	2
COc1ccc(-c2nn(CCC#N)cc2/C=N/O)cc1	-7	-8	2	0.0	·	·	-3.4	-19
CC(NC(=O)CCNC(=O)N1CCn2c1nc1ccccc12)c1ccccc1 (stereo unspecified)	13	9	-1	0.1	-8	0	3.8	-2
Cc1cc(NC(=O)C2CC(c3cccc(Br)c3)=NO2)no1 (stereo unspecified)	0	-6	6	·	4	-8	0.4	5
NC(=O)c1ccsc1NC(=O)COC(=O)c1ccc([N+](=O)[O-])o1	1	·	-1	0.6	4	-8	-4.7	-7
CCOC(=O)C1=NN(c2ccccc2)C(c2ccccc2)CC1=O (stereo unspecified)	6	5	·	·	-1	1	·	·
COc1ccc(-c2nnc(SCC3CCCO3)n2C)cc1 (stereo unspecified)	-3	-2	10	0.2	·	·	-2.0	-10
CN1C(=O)C(C)(C)N(C(=O)c2cccc([N+](=O)[O-])c2)c2ccccc21	-25	2	-2	0.0	9	-7	1.2	-9
CCc1ccc(C(=O)Nc2nc(C)cs2)s1	11	-2	0	0.0	-10	-28	-2.5	-31
C=CCn1c(-c2cccc(OC)c2)n[nH]c1=S	6	-2	2	-0.1	10	-6	·	-16
O=C(COC(=O)CNS(=O)(=O)c1cccc(F)c1)NCCc1ccccc1	-43	-5	-1	-0.1	-15	0	5.4	2
CO[C@@H](CN(C)Cc1ccc2c(c1)OCO2)[C@H](C)CN(C(=O)Nc1ccc(F)cc1)[C@H](C)CO	-4	2	-2	0.4	-4	-2	-2.6	-22
O=C(NCCc1ccccc1)c1ccc(NC(=O)C2CCC2)cc1	-4	1	-1	0.3	-2	35	2.9	-8
CC(=O)Nc1sc(C)c(C)c1C(=O)OCCOc1ccccc1	3	-6	-7	0.0	-14	55*	-1.0	-10
NC(=O)[C@H]1CC2(CC(c3cccc(NC(=O)COc4ccc(Cl)cc4)c3)=NO2)CN1C(=O)[C@H]1CCC(=O)N1 (stereo partly specified)	7	6	0	0.0	-4	-1	-4.6	-7
Cc1nn(-c2ccccc2)c(C)c1NC(=O)COc1ccc(Cl)cc1Cl	-31	-2	·	0.5	-6	1	·	·
O=C(Nc1cccc(C(=O)O)c1)/C(=C\c1ccco1)NC(=O)c1ccc(Br)o1	0	-1	-5	0.0	1	6	-0.5	-59
CC1CCCC(C)N1C(=O)COC(=O)CNC(=O)C12CC3CC(CC(C3)C1)C2 (stereo unspecified)	0	-9	-8	0.0	·	·	1.3	-9
COc1ccc(CN(C)C[C@H]2Oc3ccc(NC(=O)Cc4ccccc4)cc3C(=O)N([C@@H](C)CO)C[C@@H]2C)cc1	17	-1	-1	-0.4	10	2	-0.3	-2

Among those listed so far, these have nitrogen in an aromatic ring:
SMILES	GSIS activator	ARNT-TACC3 inh	ERAP1 HTS inh	Xi reactivation	RAD54 branch	esBAF inh	CFTR F508del cor	RAD52 anneal inh
Cc1[nH]n(-c2ccccc2)c(=O)c1C=NCCc1ccccc1	36	-4	-3	0.0	·	·	0.4	-1
COc1ccc(-c2nn(CCC#N)cc2/C=N/O)cc1	-7	-8	2	0.0	·	·	-3.4	-19
CC(NC(=O)CCNC(=O)N1CCn2c1nc1ccccc12)c1ccccc1 (stereo unspecified)	13	9	-1	0.1	-8	0	3.8	-2
Cc1cc(NC(=O)C2CC(c3cccc(Br)c3)=NO2)no1 (stereo unspecified)	0	-6	6	·	4	-8	0.4	5
COc1ccc(-c2nnc(SCC3CCCO3)n2C)cc1 (stereo unspecified)	-3	-2	10	0.2	·	·	-2.0	-10
CCc1ccc(C(=O)Nc2nc(C)cs2)s1	11	-2	0	0.0	-10	-28	-2.5	-31
C=CCn1c(-c2cccc(OC)c2)n[nH]c1=S	6	-2	2	-0.1	10	-6	·	-16
Cc1nn(-c2ccccc2)c(C)c1NC(=O)COc1ccc(Cl)cc1Cl	-31	-2	·	0.5	-6	1	·	·

Further entries
SMILES	GSIS activator	ARNT-TACC3 inh	ERAP1 HTS inh	Xi reactivation	RAD54 branch	esBAF inh	CFTR F508del cor	RAD52 anneal inh
CC(=O)Nc1ccc(C(=O)COC(=O)C2CCCCC2)c(F)c1	-6	·	-1	0.1	-12	-2	3.8	-21
O=C(N/N=C/c1ccco1)c1ccc(NC(=O)c2ccccc2Cl)cc1	0	-3	2	0.2	·	·	-1.3	-5
COc1cc(C#N)ccc1OCC(=O)Nc1ccc(C)c(S(=O)(=O)N2CCOCC2)c1	16	12	6	-0.2	·	-5	2.2	-19
COc1ccccc1S(=O)(=O)N[C@H]1C=C[C@@H](CC(=O)N2CCOCC2)O[C@H]1CO	7	-6	5	0.5	4	1	-0.8	-1
CSc1ccccc1NC(=O)CN(C)CC(=O)Nc1ccc(S(=O)(=O)N2CCCC2)cc1	1	-6	1	0.1	-12	-6	0.5	-14
Cc1ccc(CNC(=O)c2cc(=O)c3ccc(C)cc3o2)cc1	7	-8	-3	0.2	10	-2	1.2	-29
C[C@@H]1CCCCO[C@@H](CN(C)Cc2ccc(Cl)c(Cl)c2)[C@H](C)CN([C@H](C)CO)C(=O)c2cc(NC(=O)CCC(F)(F)F)ccc2O1	-22	-2	1	0.1	0	8	4.3	-54
CC(C)Cn1c(N2CCN(C(=O)/C=C/c3ccccc3)CC2)nc2ccccc21	-14	-7	2	-0.8	·	·	3.6	6
Cn1c(N)c(C(=O)COC(=O)C2CCC(C(C)(C)C)CC2)c(=O)n(C)c1=O (stereo unspecified)	-23	-7	·	·	-7	-3	·	·
COc1ccccc1Cc1c(-c2cccc(Br)c2)nc2c(C)cc(Br)cn12	0	·	·	0.1	1	10	3.6	-61
COc1ccc(S(=O)(=O)N2CCOC2CNC(=O)C(=O)NCc2ccc(F)cc2)cc1OC (stereo unspecified)	12	-5	-3	0.0	5	·	3.5	-8
C[C@H](CO)N1C[C@H](C)[C@@H](CN(C)Cc2ccccc2)Oc2cc(C#C[C@@H](C)O)ccc2S1(=O)=O	9	5	0	-0.1	1	0	-1.3	-2
CC(=O)N1CCc2cc(S(=O)(=O)CCC(=O)NCc3ccc(F)cc3)ccc21	10	-9	-1	0.1	-2	-2	2.8	0
O=C(NCC1CCCO1)c1ccccc1NS(=O)(=O)c1ccc(F)cc1 (stereo unspecified)	12	-5	3	-0.1	4	-4	-0.8	-4
CC12CC(NC(=O)N1CCc1ccccc1)c1cc(Cl)ccc1O2 (stereo unspecified)	-16	-5	·	·	-1	11	·	·
C/C=C/c1ccc2c(c1)O[C@H](CN(C)C(=O)c1cnccn1)[C@H](C)CN([C@H](C)CO)S2(=O)=O	28	-6	2	1.1	3	0	-2.3	-2
CN(C)S(=O)(=O)c1ccc(NC(=O)COC(=O)c2ccccn2)cc1	2	38	·	·	-9	-10	·	·
C[C@@H](C(=O)Nc1nc2ccc(F)cc2s1)N1C(=O)C2CC=CCC2C1=O (stereo partly specified)	-2	·	3	0.2	·	·	2.7	-61
O=C(O)C[C@@H]1C=C[C@@H](NC(=O)c2ccncc2)[C@H](CO)O1	4	-5	1	0.0	-1	2	1.6	6
COc1ccccc1-n1ccnc1SCC(=O)NC1CCCC1	-5	-4	6	0.0	·	·	2.5	-14
O=C(c1cnn(Cc2ccccc2)c1)N1CCN(S(=O)(=O)/C=C/c2ccccc2)CC1	-12	-3	1	-0.1	-4	6	0.1	-25
O=C(COC(=O)c1cccnc1Cl)NC1CCCCCC1	·	·	1	0.0	-8	-8	-0.1	-13
CC(C)(C)C(=O)Nc1ccc(C(=O)NCc2cccnc2)cc1	0	0	·	·	-9	5	·	·
CCN(CC)C1=N/C(=C\c2ccc(OC)cc2)C(=O)N1c1ccccc1	·	-3	-2	0.1	-5	-1	6.4	-8
C[C@@H]1CN([C@@H](C)CO)C(=O)c2cc(NS(=O)(=O)c3ccc(Cl)cc3)ccc2O[C@@H]1CN(C)S(=O)(=O)c1cccs1	-15	-7	-2	-0.8	7	-2	-1.0	0
O=C(C[C@@H]1CC[C@@H]2[C@H](COC[C@H](O)CN2Cc2ccc3c(c2)OCO3)O1)Nc1ccccc1	-3	-1	-1	0.2	9	35	-1.0	-52
Cc1noc(C)c1NC(=O)N(C)C[C@@H]1OCc2ccccc2-c2c(n(C)c3ccccc23)C(=O)N([C@@H](C)CO)C[C@H]1C	7	·	-4	-0.1	-1	3	-1.2	-1
C=CCNc1cc(C)oc(=O)c1C(=O)CCC	71*	7	-1	·	-3	-4	·	-12
CN=C(Nc1cc(C)nn1-c1ccccc1)c1ccccc1	10	1	1	·	7	0	·	3
O=C(Nc1ccc(NC(=O)C2CC2)nc1)c1cccs1	19	3	·	·	-2	36	·	·
Cn1c(SCc2ccc(F)cc2Cl)nc2ccccc2c1=O	-3	4	0	0.1	-7	-31	6.0	2
Nc1ncnc2c1ncn2[C@@H]1O[C@H](C(=O)N[C@@H](CCc2ccccc2)C(=O)N2CCN(C(=O)N3CCOCC3)CC2)[C@@H](O)[C@H]1O	14	·	3	0.3	·	·	1.3	7
CCOC(=O)C1CCCN(c2c(Nc3ccc(OCC)cc3)c(=O)c2=O)C1 (stereo unspecified)	-5	-6	2	0.2	-3	8	-1.8	-14
Cc1cc(C)cc(OCC(=O)N/N=C\c2cn(C)nc2C)c1	0	-11	5	0.3	-4	·	-0.2	-14
COc1cc(NC(=O)CCc2c(C)nc3nc(C)nn3c2C)cc(OC)c1	2	13	·	·	13	-8	·	·
COc1ccc(NC(=O)Nc2ccc3c(c2)C(=O)N([C@@H](C)CO)C[C@@H](C)[C@@H](CN(C)S(C)(=O)=O)OCCCC[C@@H](C)O3)cc1	9	29	1	-0.1	2	3	-2.1	3
CC(C)NC(=O)NCC[C@H]1CC[C@H](NC(=O)CCN2CCCCC2)[C@H](CO)O1	16	2	-2	0.1	3	-5	0.8	-1

High-throughput results deposited in PubChem BioAssay by Broad Institute.

Outcome played no part in choosing rows; 3.3% or so of the library scored in one or more.
